# Compound activity as filed in PubChem BioAssay.
# MCL1 BIM primary – inhibitors of human MCL1 binding to BIM-BH3 peptide | hit rate 0.68% among 320,000 | Q07820 | AID 2057 | inhibition, % at 10.9 µM | GST-MCL1 / FITC-Bim-BH3 fluorescence polarization;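 active = inhibition above the mean inhibition of all tested compounds plus 3 SD, set per campaign, cut at about 40% in these data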;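 note: 0% = DMSO wells and 100% = unlabeled Bim-BH3 peptide control; higher means more loss of mP so more displacement of Bim peptide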
# Fam108B counter – Fam108B inhibition, counter-screen for RBBP9 inhibitors; hit rate 0.33% among 300,000; inhibition, % at 9.51 µM; recombinant Fam108B, FP-Rh probe fluorescence polarization; AID 1947;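 active = inhibition above the screen mean inhibition plus 3 SD, computed separately per campaign, cut at about 18% in these data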;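 note: inhibitors lower polarization as less probe binds the enzyme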
# GRK2 aptamer HTS – human GRK2 inhibition via aptamer displacement; inhibition of aptamer binding, % at 10 µM; bead flow cytometry, FAM-aptamer displacement from GRK2; hit rate 0.59% among 330,000; AID 488847;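 active = inhibition of aptamer binding above 40%, roughly 3 SD of noise, on plates passing a quality check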;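 note: median bead fluorescence of bound FAM aptamer so fluorescent compounds give negative values; no value below 0 was filed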
# Efflux pump mplx – antifungal efflux pump inhibition, Nile Red retention; S. cerevisiae Candida pump triplex; AID 485275; inhibition, % at 10 µM; hit rate 0.44% among 330,000;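 active = plate passing quality check with inhibition over a set limit, or well fluorescence over plate mean plus 4 SD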;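 note: Nile Red retained in pooled yeast measured as flow cytometry median fluorescence; 0% = buffer negative control and 100% = Enniatin B positive control; higher means more Nile Red kept so more efflux inhibition; some compounds called inactive have numbers as strong as hits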
# MEX-5 binding – C. elegans MEX-5 TCR-2 RNA binding activity; Q9XUB2; MEX-5/FITC-TCR2 RNA binding, fluorescence polarization; active compounds read low; activity score (negative = inhibition of binding), % at 10 µM; hit rate 0.38% among 300,000;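 active = inhibition past about -25% in most replicates, and total fluorescence under double the plate's negative control median, limit read from the data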;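 note: 0% = DMSO and -100% = 5 µM competing unlabeled TCR2 RNA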
# GLD-1 TGE inh – GLD-1-TGE RNA interaction inhibition (C. elegans); purified GLD-1 + fluorescein TGE RNA, fluorescence polarization; inhibition, % at 5.96 µM; hit rate 0.44% among 320,000; AID 2280;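 active = percent inhibition above a per-plate cutoff, the plate mean of test compounds plus 3 SD, cut at about 30% in these data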;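 note: 0% = DMSO wells with GLD-1 and probe and 100% = wells lacking GLD-1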
# Target sequence (Q17339 whole entry, looked up): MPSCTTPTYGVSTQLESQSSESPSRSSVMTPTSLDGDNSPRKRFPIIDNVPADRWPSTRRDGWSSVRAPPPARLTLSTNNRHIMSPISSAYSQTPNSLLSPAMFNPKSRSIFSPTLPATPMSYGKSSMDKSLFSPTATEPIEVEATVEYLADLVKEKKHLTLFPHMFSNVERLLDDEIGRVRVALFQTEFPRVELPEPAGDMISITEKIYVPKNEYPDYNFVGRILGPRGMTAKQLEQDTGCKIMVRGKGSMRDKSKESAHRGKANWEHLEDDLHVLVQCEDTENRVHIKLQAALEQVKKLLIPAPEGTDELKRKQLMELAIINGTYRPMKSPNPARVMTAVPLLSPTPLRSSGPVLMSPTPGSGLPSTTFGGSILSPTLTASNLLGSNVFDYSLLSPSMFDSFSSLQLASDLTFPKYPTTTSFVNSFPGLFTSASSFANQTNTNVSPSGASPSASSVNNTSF
# PME-1 inh – blocks human protein phosphatase methylesterase 1; inhibition, % at 5.9 µM; hit rate 0.53% among 320,000; recombinant PME-1, FP-Rh probe fluorescence polarization; AID 2130;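 active = inhibition above the campaign mean of all compounds plus 3 SD, cut at about 26% in these data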;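 note: competitive labeling of PME-1 active site by serine hydrolase directed probe; 0% = PME-1 with DMSO and 100% = wells lacking PME-1 enzyme; inhibitors block probe labeling so polarization falls and inhibition rises; many of its hits are not listed in these tables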
# Target sequence (Q9Y570 whole entry, looked up): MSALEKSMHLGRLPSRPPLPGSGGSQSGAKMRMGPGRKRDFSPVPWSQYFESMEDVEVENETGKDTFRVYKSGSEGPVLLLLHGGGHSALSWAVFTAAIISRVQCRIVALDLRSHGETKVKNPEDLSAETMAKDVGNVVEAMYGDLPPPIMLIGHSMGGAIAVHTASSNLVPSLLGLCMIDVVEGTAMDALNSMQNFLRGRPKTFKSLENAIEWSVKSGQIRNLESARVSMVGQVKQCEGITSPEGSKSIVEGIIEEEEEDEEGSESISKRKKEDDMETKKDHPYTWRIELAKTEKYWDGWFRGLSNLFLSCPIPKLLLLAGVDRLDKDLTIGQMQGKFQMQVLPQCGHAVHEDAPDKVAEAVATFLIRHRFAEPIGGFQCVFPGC
# BCLXL inh – Bcl-xL (human) inhibition; Q07817; GST-Bcl-xL / FITC-Bim BH3 peptide fluorescence polarization; inhibition, % at 10.9 µM; hit rate 0.7% among 320,000; AID 2129;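 active = inhibition above the mean of all tested compounds plus 3 SD, cutoff set per campaign, cut at about 30% in these data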;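 note: 0% = DMSO wells and 100% = unlabeled Bim-BH3 peptide competitor; inhibitors lower millipolarization by displacing the labeled peptide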
# Target sequence (Q07817 whole entry, looked up): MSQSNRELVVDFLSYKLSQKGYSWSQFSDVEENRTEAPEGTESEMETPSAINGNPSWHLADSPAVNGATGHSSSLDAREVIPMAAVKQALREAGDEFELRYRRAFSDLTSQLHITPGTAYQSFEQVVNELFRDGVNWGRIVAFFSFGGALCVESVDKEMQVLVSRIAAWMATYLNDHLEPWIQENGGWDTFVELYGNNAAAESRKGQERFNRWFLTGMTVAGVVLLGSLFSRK
# VLA-4 inh – inhibition in a human VLA-4 binding assay; P13612; VLA-4 expressing cells, ligand binding flow cytometry; inhibition, % (about 7 µM as worked out from the volumes in the protocol); hit rate 0.2% among 330,000; AID 2557; in the data active = inhibition above about 50%
# * hit, by the source's call; / = no result given. Not all compounds are listed (hit frequency here may not be typical).
SMILES,MCL1 BIM primary,Fam108B counter,GRK2 aptamer HTS,Efflux pump mplx,MEX-5 binding,GLD-1 TGE inh,PME-1 inh,BCLXL inh,VLA-4 inh
CCOc1ccc(OCC(=O)OCC(=O)N(CC(C)C)c2c(N)n(Cc3ccccc3)c(=O)[nH]c2=O)cc1,-14,0,2,-0.1,0.2,-3,4,-6,10
Cc1cc(C(=O)N2C(C)CCCC2C)no1 (stereo not given),1,0,0,0.0,0.6,7,-3,1,-2
COCCN1C(=O)C(=O)/C(=C(/O)c2cccc(S(=O)(=O)N(C)C)c2)C12C(=O)N(C)c1ccccc12 (stereo not given),0,2,1,0.0,-1.9,-5,4,2,3
CCCN(CCC)CCCNC(=O)c1nn(-c2cccc(OC)c2)c(=O)c2ccccc12,5,1,0,-0.1,0.5,4,1,7,2
CC(C)CCNC(=O)c1ccccc1SCC(=O)NC1CCCCCCC1,7,/,0,0.1,/,-1,-1,2,8
Cc1ccc(C(=O)N/C(=C\c2ccccc2)C(=O)NCCCn2ccnc2)cc1,-2,-1,0,0.1,1.7,0,1,-1,4
COc1ccc(-c2cc3c(=O)n(CC(=O)NCCCN4CCN(Cc5ccccc5)CC4)ncn3n2)cc1,2,-3,0,0.5,-0.8,6,1,3,15
C=CCN(C(=O)CCC(=O)Nc1cc(C)on1)C(C(=O)NC1CCCC1)c1ccc(Cl)cc1 (stereo not given),-1,-1,3,-0.1,0.0,-1,-2,2,0
N#Cc1cccc(CN2CCC(=O)N(CCO)CC2)c1,5,2,0,-0.1,-1.4,3,2,4,-2
CC(NCc1ccc2c(c1)OCO2)C(=O)NC1CCCCC1 (stereo not given),5,5,4,-0.2,-0.6,10,-5,11,-8
CC1(C)CC(N2CCC(=O)N(C3CC(C)(C)NC(C)(C)C3)C2)CC(C)(C)N1,-4,0,1,0.0,-1.1,4,3,0,6
Fc1ccc(NC(=S)N2CCCN(c3ccc(C(F)(F)F)cn3)CC2)c(F)c1,7,-5,3,0.6,0.9,-7,-3,2,7
COc1cc([N+](=O)[O-])cc(/C=N\NC(=O)C2COc3ccccc3O2)c1O (stereo not given),12,7,0,0.1,-8.8,-4,-3,2,-13
Cc1ccc2nc(Cl)c(/C=N/NC(=O)[C@H]3C[C@@H]3c3ccccc3)cc2c1,0,-6,1,0.1,0.0,2,-1,2,10
CC(C)Oc1ccc(C(=O)Nc2ccc(NC(=O)c3ccco3)c(Cl)c2)cc1,1,-3,1,0.3,3.1,0,2,-2,-1
CCCn1c(SCC(=O)OCc2ccccc2)nc2c1c(=O)n(C)c(=O)n2C,5,-2,0,0.0,1.1,7,2,2,-11
CCc1cccc(NS(=O)(=O)c2c(C)nc3sc(CC)nn3c2=O)c1,-2,-1,1,-0.1,/,3,7,-2,19
N#Cc1ccc[n+](CC(=O)c2ccc(NC(=O)c3ccccc3)cc2)c1,13,-2,0,0.3,1.0,11,-2,17,-1
O=C(Cn1nnc2c(cnn2-c2ccc(F)cc2)c1=O)c1ccccc1F,-6,2,0,0.3,/,-6,2,3,-2
COc1ccc(S(=O)(=O)N2CCOCC2)cc1NC(=O)c1cccs1,6,/,0,0.2,/,-1,1,6,12
CC(=O)C1=C(C)NC2=C(C(=O)CC(C)(C)C2)C1C (stereo not given),2,-4,3,0.0,2.7,-4,-2,5,-15
Nc1c2c(nc3ccc(Br)cc13)N(C1CCCCC1)CC2,-16,3,1,2.4*,-2.9,-2,16,1,-4
COc1cc(OC)c(C2SCCS2)c(OC)c1,6,-1,0,4.0,-1.7,-3,3,-1,19
Cc1ccc(C2(C)NC(=O)N(CC(=O)N(C)CC(=O)Nc3cccc(F)c3)C2=O)cc1 (stereo not given),2,/,0,-0.1,/,-2,-2,0,9
CCOC(=O)c1cnc2c(OC)cccc2c1NCc1cccnc1,6,-1,0,0.9,1.4,2,2,8,-8
CCCOC(=S)Nc1ccccc1,13,6,2,0.0,1.3,7,6,4,-2
Clc1ccc(N2CCN(c3cnc4ccccc4n3)CC2)cc1,-1,1,0,0.0,-0.2,13,8,-2,-3
Cc1cc(S(=O)(=O)N2CCOCC2)ccc1OCC(=O)Nc1cccc(F)c1,-3,-1,0,0.0,-2.1,1,-12,2,6
c1cncc(-c2nc(N3CCOCC3)c3c4c(sc3n2)CCC4)c1,0,1,1,0.0,2.7,1,10,-1,9
CCc1nn(CCCC(=O)Nc2ccc(C)cc2C)c(=O)c2cc3occc3n12,-12,4,2,0.0,2.5,0,1,-7,5
N#Cc1cc([N+](=O)[O-])ccc1N1CCN(c2ccccc2O)CC1,-4,3,0,0.2,-2.3,-3,5,-1,-11
COc1cc(/C=N/NC(=O)CCN2CCN(C)CC2)cc2c1OCO2,4,3,8,0.1,-1.9,-2,-3,-3,18
O=C(Cn1cnc2c(nnn2Cc2ccc(F)cc2)c1=O)NCc1ccc2c(c1)OCO2,3,0,0,0.0,0.8,5,-2,4,-6
Cc1[nH]nc(-c2ccc(O)cc2O)c1-c1nc2ccccc2s1,4,3,2,1.4,-0.1,0,0,3,3
O=C(COC(=O)Cn1cnc2ccccc21)Nc1ccccc1C(F)(F)F,/,/,1,-0.1,/,2,/,/,11
CCOC(=O)C1(CCOc2ccccc2)CCN(CC=C(C)C)CC1,0,3,13,0.2,4.1,5,-7,-1,-3
COc1ccc(CNC(=O)CSCc2c(F)cccc2Cl)cc1,4,0,2,0.1,2.5,4,-1,8,-8
Cc1ccc(NC(=O)N2CCSc3ccccc32)cc1,6,-2,0,0.0,1.8,-4,-3,4,31
O=S(=O)(NCCc1ccccn1)c1ccc(OC(F)(F)F)cc1,8,0,0,-0.4,-0.6,0,-2,2,5
Cc1cc(=O)[nH]c(-c2cccs2)n1,-1,-6,0,-0.4,1.0,6,3,3,15
CCOC(=O)C1CCN(C(=O)c2ccc3nc(-c4ccc(OC)cc4)c(-c4ccc(OC)cc4)nc3c2)CC1,2,-4,7,0.1,-0.6,9,-5,9,-3
C=CCNC(=O)CN(c1cc(Cl)ccc1OC)S(=O)(=O)c1ccc(C)c([N+](=O)[O-])c1,1,12,0,-0.1,1.4,-6,8,3,22
CC(=O)c1ccc(NC(=O)C[n+]2ccc(N(C)C)cc2)cc1,/,/,0,0.0,-1.1,/,/,/,1
O=C(O)/C=C/c1ccc(S(=O)(=O)Nc2cccnc2)cc1,6,4,1,-0.1,-0.7,2,-2,4,0
Cc1ccc(S(=O)(=O)/C=C2\NC(=O)CS2)cc1,13,5,0,-0.1,-2.0,-2,1,4,15
O=C1CCCC/C1=C\Nc1ccc(Cl)cn1,2,3,0,0.0,0.5,13,-2,-3,-9
Cc1ccc(S(=O)(=O)N2C(=O)CCC2C(=O)O/N=C(\N)c2cccc([N+](=O)[O-])c2)cc1 (stereo not given),4,1,0,0.0,0.5,2,24,6,-1
COCCNC(=O)/C(C#N)=C/c1cccc(/C=C(\C#N)C(=O)NCCOC)c1,-2,1,0,0.4,-0.5,-3,0,3,50*
O=C(O)c1nn(CC(=O)N2CCCCCC2)c(=O)c2ccccc12,7,4,0,0.1,1.0,1,7,7,4
C=CCNC(=S)NNC(=O)COc1c(Cl)cc(Cl)cc1Cl,-2,-3,3,0.0,0.7,2,9,1,32
Cc1ccc(C(NC(=O)NC(C)c2ccccc2)C(Cl)(Cl)Cl)cc1F (stereo not given),-3,0,0,-0.1,/,9,-12,4,0
CCOC(=O)N1CCN(C(=O)Nc2ccc3nccnc3c2)CC1,0,-2,0,0.2,0.6,0,3,6,6
COc1cccc(C2C=C(c3ccc(OC)cc3OC)Nc3nnnn32)c1 (stereo not given),51*,-1,0,0.3,-7.3,39*,1,54*,8
O=C(NN1C(=O)NC2(CCCCC2)C1=O)c1ccc(-c2ccc([N+](=O)[O-])cc2)o1,10,5,1,-3.5,1.1,-6,2,7,4
COc1ccc(-c2nnc(NC(=O)C3CCCO3)s2)cc1 (stereo not given),15,-3,0,0.1,-0.3,1,4,9,0
O=C(OCc1nnc(-c2ccccc2)o1)c1cccc(-n2cnnn2)c1,-5,4,1,-0.1,-0.2,2,-2,1,13
CCOC(=O)/C=c1\sc2n(c1=O)CCN=2,-3,-1,0,-2.6,-2.2,1,0,-2,3
Cc1cc2n(n1)SC(Nc1cccc3ccccc13)N2 (stereo not given),1,-3,1,-0.1,1.1,1,0,-10,2
CCc1ccc(NC(=O)CCN2C(=O)c3cccnc3C2=O)cc1,1,1,0,-0.1,-1.4,7,-3,1,1
O=C(CNS(=O)(=O)c1ccc(Br)cc1)NC1CCCC1,4,1,5,-0.3,1.2,2,3,5,-2

# (listing goes on)
SMILES,MCL1 BIM primary,Fam108B counter,GRK2 aptamer HTS,Efflux pump mplx,MEX-5 binding,GLD-1 TGE inh,PME-1 inh,BCLXL inh,VLA-4 inh
CCS(=O)(=O)N1Cc2ccccc2CC1C(=O)N(C)CC(=O)Nc1ccc(F)c(F)c1F (stereo not given),-1,-2,1,-0.1,1.7,8,2,2,-1
O=[N+]([O-])c1ccc(Sc2cccc3cccnc23)cc1,6,3,0,0.2,1.6,7,-1,4,-349
Cc1c(C(=O)NCCN2CCOCC2)oc2ccccc12,-4,2,0,-0.2,-0.8,4,-6,-1,1
CCOc1ccc2[nH]c(=O)c(CN(CCc3ccccc3)C(=O)N3CCOCC3)cc2c1,6,-1,1,-0.2,-1.9,-1,-1,3,9
O=C(/C=C/c1ccccc1Cl)N(c1ccccn1)C1CCCCC1,14,2,0,0.5,-2.6,5,1,6,18
COc1ccc(S(=O)(=O)N2CCN=C2SCc2cccc(F)c2)cc1,9,-1,1,-0.2,-1.0,4,4,4,-9
Cc1ccc(N(CC(=O)NCc2ccc(F)cc2)C(=O)c2snc(C(N)=O)c2N)cc1C,1,3,2,0.3,-2.0,-12,-1,0,3
Nn1c(Cc2ccccc2)nc2cc(Cl)ccc2c1=O,8,-3,0,0.4,1.2,6,2,5,-10
O=[N+]([O-])c1ccc(NCc2ccccc2N2CCC(CO)CC2)nc1,5,-7,1,0.0,-3.0,-1,0,-1,4
COc1ccc(S(=O)(=O)N(C)c2ccc(C(=O)Nc3ccccc3C(=O)N3CCOCC3)cc2)cc1,0,-1,4,0.5,-2.0,-3,-1,-5,2
CCOC(=O)c1oc2ccc(S(=O)(=O)n3nc(-c4ccc(Cl)cc4)cc3N)cc2c1C,2,-5,13,-0.1,1.2,-11,-2,4,-5
O=C(COC(=O)Cc1c(Cl)cccc1Cl)Nc1ccc2[nH]c(=O)[nH]c2c1,-2,-2,0,0.1,-0.9,9,-3,-2,33
COc1ccc(OC)c(S(=O)(=O)Nc2c(NC3CCCCC3)c3ccccc3oc2=O)c1,-1,-1,0,-0.2,-2.5,-2,-3,3,-7
CCC(Sc1nc2cc3c(cc2c(=O)n1Cc1ccco1)OCO3)C(=O)NCCOC (stereo not given),2,1,0,0.0,0.8,4,-1,1,-19
S=C(NCCN1CCOCC1)N1CCN(c2cccc(Cl)c2)CC1,7,0,0,-0.1,-3.0,10,-2,6,-5
CCc1[nH]nc2c1C(c1cccc(OC(=O)N3CCOCC3)c1)C(C#N)=C(N)O2 (stereo not given),3,3,0,-0.1,-1.6,2,-1,6,-8
O=C(COC(=O)c1ccc([N+](=O)[O-])cc1)Nc1cccnc1Cl,-5,1,0,-0.1,2.4,-1,-2,-1,-8
